TDP1 cell noCPT – qHTS for Inhibitors of human tyrosyl-DNA phosphodiesterase 1 (TDP1): qHTS in cells in absence of CPT. DT40 Tdp1-/- hTDP1 cells, no CPT, ATP luminescence, 48 h. Potency, µM (highest dose often 46.2 µM), for the others: at the highest dose activity change, negative = growth inhibition, usual class: inhibitors. 420,000 compounds, 15% hits; note: nearly all actives have a fitted effect of over 55% in size
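Compound effects on proliferation are scored in DT40 Tdp1-/-;hTDP1 cells in the absence of CPT. ATP levels (CellTiter-Glo luminescence) are recorded after a ≥48 hr, 37 °C incubation.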
TDP1 inh – qHTS Assay for Inhibitors of Tyrosyl-DNA Phosphodiesterase (TDP1) | Tyrosyl-DNA phosphodiesterase 1 (Homo sapiens), Q9NUW8 | recombinant TDP1, AlphaScreen DNA substrate cleavage | Potency, µM (series often up to 130 µM), inactives show top-dose activity change, negative = inhibition, actives largely listed as inhibitors | 350,000 compounds, 0.28% hits; note: nearly all actives have a fitted effect of over 40% in size
Target sequence (Q9NUW8 whole entry, looked up): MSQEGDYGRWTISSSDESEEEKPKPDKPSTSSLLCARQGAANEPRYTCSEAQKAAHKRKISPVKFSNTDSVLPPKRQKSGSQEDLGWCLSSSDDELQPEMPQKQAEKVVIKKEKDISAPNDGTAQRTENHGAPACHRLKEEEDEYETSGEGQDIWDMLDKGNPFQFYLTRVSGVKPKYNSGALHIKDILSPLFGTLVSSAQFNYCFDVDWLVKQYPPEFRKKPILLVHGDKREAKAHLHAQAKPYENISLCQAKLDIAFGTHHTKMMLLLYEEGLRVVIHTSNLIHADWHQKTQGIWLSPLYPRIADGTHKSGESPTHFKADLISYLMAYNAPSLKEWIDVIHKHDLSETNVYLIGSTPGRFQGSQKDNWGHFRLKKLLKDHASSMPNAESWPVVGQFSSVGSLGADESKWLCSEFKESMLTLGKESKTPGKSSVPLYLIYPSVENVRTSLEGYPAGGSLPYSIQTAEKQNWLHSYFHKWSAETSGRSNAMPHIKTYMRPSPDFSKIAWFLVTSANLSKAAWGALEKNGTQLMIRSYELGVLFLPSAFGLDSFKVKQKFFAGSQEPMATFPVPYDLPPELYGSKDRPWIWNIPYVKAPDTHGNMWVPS
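Tdp1 1 nM final; 15 min RT w/ cpd; substrate 15 nM, 5 min; beads 10 ug/ml, 10 min; AlphaScreen read. Neg ctrl: no enzyme.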
DT40 TDP1 CPT – qHTS for Inhibitors of human tyrosyl-DNA phosphodiesterase 1 (TDP1): qHTS in cells in presence of CPT; chicken DT40 Tdp1-/-;hTDP1 cells + 20 nM CPT, ATP luminescence, 48 h; Potency, µM (titrated, usually from 46.2 µM), for inactives: at the top dose activity change, negative = growth inhibition, actives largely listed as inhibitors; 420,000 compounds, 12% hits; note: nearly all actives have a fitted effect of over 55% in size
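Chicken DT40 Tdp1-/- cells stably complemented with human TDP1 were seeded at 400 cells/well in medium containing 20 nM camptothecin, exposed to pin-transferred compounds, and grown at 37 °C for at least 48 hr. Viability was read as ATP luminescence.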
* marks the source's active call; other numbers are inactive results; ? = inconclusive; nt = no result given; & = joins results of further samples; [ ] = remark or other dose. Calls come from the whole dose curve; as a rule, active = well fitted curve in the direction sought with a large enough effect; inconclusive = small, poorly fitted or top-dose-only effect, or another doubt; inactive = no such curve, though single readings can be large; an effect the other way counts as inactive or inconclusive. % is set by controls: 0 for no effect and ±100 for the full control effect; potency is the fitted concentration of half-maximal effect.

SMILES | TDP1 cell noCPT | TDP1 inh | DT40 TDP1 CPT
Cc1cc(=O)oc2cc(NC(=O)c3cc([N+](=O)[O-])ccc3N3CCOCC3)ccc12 | -10.4% | -1.2% | 0.5%
C=CCNC(=O)Nc1ccc(OCC)cc1 | ? | 3.3% | ?
O=C(Cn1cc(C(=O)c2ccccc2)c(=O)c2cc3c(cc21)OCCO3)Nc1ccc(F)c(F)c1 | ? | 3.8% | 18.4µM*
COc1ccc(/C=N/NC(=O)c2ccco2)cc1COc1ccc(F)cc1 | -29.2% | nt | -20.6%
O=C(NCc1ccc(F)cc1)c1ccc(S(=O)(=O)Nc2cccc(C(F)(F)F)c2)cc1 | ? | 2.8% | ?
Clc1ccc(-c2cc3nc(NCc4cccc(Cl)c4)ccn3n2)cc1 | 25.9µM* | nt | ?
CCSc1cc(C2C(C#N)=C(N)OC(C)=C2C(=O)OC)c(C)o1 (configuration not stated) | 1.1% | 8.7% | -2.1%
COc1ccc(NC(=O)Nc2cnccn2)c(OC)c1 | 3.3% | 1.5% | 4.8%
O=C(NC1CCN(Cc2ccccc2)CC1)C1CCCN(c2nnc(-n3cccc3)s2)C1 (configuration not stated) | ? | 7.6% | ?
Cc1cc(NC(=O)c2cc(-c3ccc(OC(C)C)cc3)nc3ccccc23)no1 | 8.2µM* | 6.5% | -60.6%
O=c1c2c(-c3ccc([N+](=O)[O-])cc3)ccnc2[nH]n1-c1ccccc1 | 2.1% | nt | -12.2%
CC(=O)NC(c1cccc(F)c1)c1nc(-c2ccoc2)cs1 (configuration not stated) | -8.1% | nt | ?
CCCCOC(=O)c1ccc(NC(=O)C(=O)NCc2ccncc2)cc1 | 23.1µM* | 0.0% | 23.1µM*
COc1ccc(/C=C/C(=O)OCC(=O)Nc2cc(C(N)=O)cc(C(N)=O)c2)cc1 | -21.2% | -2.4% | 9.3%
Cc1ccc(CNC(=O)C2CCC(=O)N(CCc3ccccc3)C2)s1 (configuration not stated) | 4.2% | 2.0% | -6.7%
O=S(=O)(Nc1nc2ccccc2nc1Nc1cccc(S(=O)(=O)N2CCCCC2)c1)c1ccccc1 | 5.8µM* | 5.5% | 6.51µM*
C[C@]12CCC3c4ccc(O)cc4CCC3C1CC(O)C2O (some centres not stated) | 7.6% | 9.6%[56.1 µM] | 1.6%
COc1cc(/C=N/Nc2nc3ccccc3s2)cc([N+](=O)[O-])c1O | ? | ? | ?
Cc1cccc(CCNS(=O)(=O)c2ccc3c(c2)CCN3C(=O)CCC(=O)O)c1 | 21.1% | 3.3% | 0.0%
CCN1CCN(CC(=O)Nc2sc3c(c2C#N)CCC3)CC1 | 3.9% | 1.2% | -19.1%
N#Cc1cccc(CN2CCC(=O)N([C@H](CO)c3ccccc3)CC2)c1 | -22.2%&0.1% | nt | 2.5%&-2.3%
O=C(NNC1CC(=O)N(c2ccc(Cl)cc2)C1=O)c1ccccc1Cl (configuration not stated) | 2.5% | -2.5% | 2.5%
COc1ccc(/C=N/NC(=O)c2ccc(Cn3cc([N+](=O)[O-])cn3)o2)c(OC)c1C | -12.8% | 4.0% | -21.6%
O=C(COc1ccc(S(=O)(=O)N2CCOCC2)cc1)NCCN1CCOCC1 | 6.7% | -2.3% | 4.1%
O=C(COc1ccccc1)Nc1nnc(SCc2cc(=O)n3cc(Cl)ccc3n2)s1 | 1.2% | 2.7% | 2.8%
SMILES | TDP1 cell noCPT | TDP1 inh | DT40 TDP1 CPT
O=C(Oc1ccccc1)c1ccccc1 | -20.5% | nt | 3.3%
Cc1cccc(NC(=S)N/N=C(\c2ccccc2)C(C)C)c1 | 5.8µM* | 10.3% | ?
Cc1ccc(/C=N/NC(=O)c2ccc(NC(=O)c3ccc(Cl)cc3)cc2)o1 | 3.6% | nt | 4.8%
O=C(c1ccc(OC2CCN(Cc3ccc(F)cc3)CC2)cc1)N1CCCC1 | -22.0% | 0.5% | -13.7%
Cc1nn(C)c(C)c1CN(C(=O)CCc1nnc(Cc2c[nH]c3ccccc23)o1)C(C)C | 16.4µM* | 0.0% | ?
CCOc1ccc(S(=O)(=O)N2CCOCC2)cc1NC(=O)CN1C(=O)NC(C)(c2ccccc2)C1=O (configuration not stated) | -8.9% | nt | -3.8%
Cc1ccccc1Oc1cc(-n2ncc(Cl)c(Cl)c2=O)ncn1 | 0.411µM* | 5.6% | 0.651µM*
CC(C)CN1C(=O)CC(Sc2ccccc2C(=O)O)C1=O (configuration not stated) | 2.4% | 4.5% | -2.4%
CCOc1ccc(CCNC(=O)CSCc2ccc(C)cc2)cc1OCC | ? | 1.4% | ?
CCOc1ccc(NC(=O)NCCN2CCN(c3cccc(C)c3C)CC2)cc1 | 20.6µM* | -8.5%[12.3 µM] | 20.6µM*
O=C(COC(=O)/C=C/c1cccc(Cl)c1)NC1CC1 | 5.4% | -0.3% | 3.7%
CCCN1C(=O)c2[nH]nc(-c3cccc(OC)c3)c2C1c1ccccn1 (configuration not stated) | 20.6µM* | -2.3% | ?
Cc1csc(C2=C(O)CN(c3ccc4c(c3)OCCOCCOCCOCCO4)C2=N)n1 | -11.8% | 0.0% | -4.0%
Cc1ccc(CN2CCN(C3CCN(C(=O)Nc4ccc(C)cc4Cl)CC3)C(=O)C2=O)cc1 | ? | 0.5% | -11.7%
C=CCNC(=O)COc1coc(CN2CCN(Cc3ccccc3)CC2)cc1=O | 16.1% | 0.0% | 2.7%
COc1ccc(Nc2nnc(SC(C(=O)Nc3ccc(OC)c(Cl)c3)c3ccccc3)s2)cc1 (configuration not stated) | 13µM* | 1.1% | 23.1µM*
COC(=O)c1cc(C(=O)c2cc(F)ccc2O)cn2c(=O)c3c(C)c(C)sc3nc12 | -23.7% | nt | 4.11µM*
O=C(CSc1ncn[nH]1)NCCOc1ccccc1 | 3.9% | 2.1% | -1.2%
Cc1ccc(C(C)(O)CS(=O)(=O)Cc2ccccc2Cl)cc1 (configuration not stated) | 1.5% | nt | -12.4%
Clc1ccccc1-c1nc(-n2ccnc2)c2ccccc2n1 | ? | nt | ?
CCc1cc(=O)oc2c3c(cc(OCC(=O)NCCCn4ccnc4)c12)OC(C)(C)CC3 | ? | nt | ?
Cc1cccc(NC(=O)CSc2nc3n[nH]c(C)c3c(=N)n2-c2cccc(Cl)c2)c1 | 14.6µM* | 3.8% | 18.4µM*
C=CCN1C(=O)C(Cc2ccc(SC(F)F)cc2)SC1=Nc1ccc(C(=O)O)cc1 (configuration not stated) | -7.3% | -5.3% | 2.4%
CN(C)CCN(C(=O)c1ccc(S(=O)(=O)N(C)c2ccccc2)cc1)c1nc2cc3c(cc2s1)OCCO3 | ? | 3.1% | -13.4%
COc1ccc(OCCOC(=O)c2ccc(-n3cnnn3)cc2)cc1 | -10.1% | 0.7% | 1.6%

Full records from above.
Results for CCN1CCN(CC(=O)Nc2sc3c(c2C#N)CCC3)CC1 → TDP1 cell noCPT: 3.9%; TDP1 inh: 1.2%; DT40 TDP1 CPT: -19.1%
Results for C=CCNC(=O)Nc1ccc(OCC)cc1 → TDP1 cell noCPT: ?; TDP1 inh: 3.3%; DT40 TDP1 CPT: ?

(further entries)
SMILES | TDP1 cell noCPT | TDP1 inh | DT40 TDP1 CPT
O=C1c2ccccc2C(=O)N1OCCOCCOCCBr | 4.4% | 4.2% | 20.3%
C(=C\c1ccccc1)/CN1CCN(C(CCc2ccccc2)c2nnnn2-c2ccc3c(c2)OCCO3)CC1 (configuration not stated) | 20.6µM* | nt | 10.3µM*
COc1ccccc1C(=O)N(NC(=O)Oc1ccccc1)C(C)(C)C | 1.8% | 0.0% | 18.4%
COc1ccc(NC(=O)C(NC(=O)CC2NC(=O)NC2=O)c2ccccc2)cc1 (configuration not stated) | -5.3% | 0.0% | 3.7%
COc1ccccc1C(=O)NNC(=O)C(=O)NC(C)C | -23.1% | 2.4% | 6.4%
O=C(C1CCCO1)N(c1cccc(Cl)c1)C1C=CS(=O)(=O)C1 (configuration not stated) | 0.5% | 1.1% | -0.4%
CC(NC(=O)c1ccc(-c2ccccc2)cc1)C(c1ccccc1)N1CCOCC1 (configuration not stated) | 13µM* | 1.7% | ?
Cc1cccc(C)c1NC(=O)Cn1nnc(S(=O)(=O)c2ccccc2)c1N | -4.2% | -13.9% | -14.1%
N#Cc1ccccc1NC(=O)CSc1cn[nH]n1 | -4.8% | 3.2% | -6.7%
COC(C)(C)[C@H](O)COc1c2ccoc2cc2oc(=O)ccc12 | -8.6% | -1.3% | 16.7%
Cc1ccc(N)cc1NC(=O)CN1CCOCC1 | 3.5% | 4.7% | 0.2%
CC(=O)Nc1ccc(C(=O)NCCN2CCOCC2)cc1 | 9.9% | nt | -7.6%
Cc1cc(CNC(=O)c2cc(COc3c(F)cccc3F)on2)nn1C | -10.1% | -3.6% | -2.6%
C[C@H]1CN([C@@H](C)CO)C(=O)CCCn2nncc2CO[C@H]1CN(C)S(C)(=O)=O | -0.5% | nt | -2.9%
Cc1ccccc1C(=O)Nc1ccccc1N1CCCCC1 | 16.4µM* | 0.0% | ?
COc1cc(NC(=O)C2(C)CCCN2C(=O)C(C)C)cc(OC)c1OC (configuration not stated) | 12.6% | nt | 7.9%
CCOc1ccccc1CNC(=O)C1CCN(c2nnc(C)c3c(C)n(-c4ccc(C)cc4)nc23)CC1 | 13µM* | -0.2%&2.8% | 5.8µM*
C=CCNC(=O)Nc1ccc2oc(C)nc2c1 | -13.1% | 2.2% | -11.5%
O=C(COC(=O)c1cc(-c2ccco2)nc2ccccc12)NCc1ccccc1 | -23.6% | -3.5% | -26.1%
O=C(COc1ccc(Cl)cc1)NCCc1csc(-c2cccc(F)c2)n1 | ? | 3.0% | ?
CCOP(=O)(OCC)C(NC(=O)Nc1ccc(C)c(Cl)c1)c1ccccc1 (configuration not stated) | -29.7% | 7.9% | -5.6%
CC1CC(O)CC(C)(C)C1 (configuration not stated) | -2.7% | nt | 3.1%
CCC(=O)N1CCc2cc(Br)cc(S(=O)(=O)N3CCCC(C(=O)Nc4ccc(CC)cc4)C3)c21 (configuration not stated) | ? | 2.7% | -17.0%
CN(C)c1nc(OCCOC(=O)COc2ccc(Cl)cc2Cl)nc(N(C)C)n1 | 11.3% | 4.7% | -8.3%
C/C(=N/NC(=O)CNC(=O)C(c1ccccc1)c1ccccc1)c1ccco1 | 1.2% | 2.5% | 3.6%
COc1ccc(C(=O)NC(C)c2ccccc2)cc1Br (configuration not stated) | -13.9% | 0.0% | -6.7%

Structures above that have an aryl methoxy group (13):
SMILES | TDP1 cell noCPT | TDP1 inh | DT40 TDP1 CPT
COc1ccc(/C=N/NC(=O)c2ccco2)cc1COc1ccc(F)cc1 | -29.2% | nt | -20.6%
COc1ccc(NC(=O)Nc2cnccn2)c(OC)c1 | 3.3% | 1.5% | 4.8%
COc1ccc(/C=C/C(=O)OCC(=O)Nc2cc(C(N)=O)cc(C(N)=O)c2)cc1 | -21.2% | -2.4% | 9.3%
COc1cc(/C=N/Nc2nc3ccccc3s2)cc([N+](=O)[O-])c1O | ? | ? | ?
COc1ccc(/C=N/NC(=O)c2ccc(Cn3cc([N+](=O)[O-])cn3)o2)c(OC)c1C | -12.8% | 4.0% | -21.6%
CCCN1C(=O)c2[nH]nc(-c3cccc(OC)c3)c2C1c1ccccn1 (configuration not stated) | 20.6µM* | -2.3% | ?
COc1ccc(Nc2nnc(SC(C(=O)Nc3ccc(OC)c(Cl)c3)c3ccccc3)s2)cc1 (configuration not stated) | 13µM* | 1.1% | 23.1µM*
COc1ccc(OCCOC(=O)c2ccc(-n3cnnn3)cc2)cc1 | -10.1% | 0.7% | 1.6%
COc1ccccc1C(=O)N(NC(=O)Oc1ccccc1)C(C)(C)C | 1.8% | 0.0% | 18.4%
COc1ccc(NC(=O)C(NC(=O)CC2NC(=O)NC2=O)c2ccccc2)cc1 (configuration not stated) | -5.3% | 0.0% | 3.7%
COc1ccccc1C(=O)NNC(=O)C(=O)NC(C)C | -23.1% | 2.4% | 6.4%
COc1cc(NC(=O)C2(C)CCCN2C(=O)C(C)C)cc(OC)c1OC (configuration not stated) | 12.6% | nt | 7.9%
COc1ccc(C(=O)NC(C)c2ccccc2)cc1Br (configuration not stated) | -13.9% | 0.0% | -6.7%
